High-throughput results deposited in PubChem by several laboratories.
TDP2 absorb: blocks human TDP2 phosphodiesterase activity; recombinant TDP2, T5PNP hydrolysis, p-nitrophenol absorbance 415 nm; inhibition, % at 12.8 µM; 370,000 compounds, 0.34% hits;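 active = inhibition above the mean of all tested compounds plus 3 SD, set per campaign, cut at about 25% in these data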;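 note: 0% = DMSO with enzyme and 100% = buffer with substrate but no TDP2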
Target sequence (O95551 whole entry, looked up): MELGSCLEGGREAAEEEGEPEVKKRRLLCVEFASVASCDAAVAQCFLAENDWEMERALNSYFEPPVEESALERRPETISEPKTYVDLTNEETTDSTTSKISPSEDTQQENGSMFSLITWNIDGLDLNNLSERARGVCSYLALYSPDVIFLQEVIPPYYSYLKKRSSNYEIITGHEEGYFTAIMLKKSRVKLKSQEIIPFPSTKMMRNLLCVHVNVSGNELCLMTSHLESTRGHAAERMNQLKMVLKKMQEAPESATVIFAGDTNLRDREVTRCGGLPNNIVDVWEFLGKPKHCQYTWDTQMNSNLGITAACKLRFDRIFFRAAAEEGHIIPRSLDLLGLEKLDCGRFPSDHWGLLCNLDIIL
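Assay system: Recombinant human TDP2 | Quantity: 120 nM TDP2 per well | Incubation: 2 h at 37 °C | Signal: Epi absorbance | Evaluation: Percent inhibition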
MBD2 DNA inh: blocks human MBD2 binding to methylated DNA; Q9UBB5; TR-FRET, MBD2 binding to methylated oligonucleotide; inhibition, % at 4.4 µM; 370,000 compounds, 0.31% hits; AID 686964; in the data active = inhibition above about 13%
HTRA1 inhibitor: blocks human HTRA1 serine peptidase | inhibition, % at 5.96 µM | 340,000 compounds, 0.5% hits | recombinant HTRA1, FP-rhodamine activity-based probe, fluorescence polarization; in the data active = inhibition above about 36%;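 note: 0% = enzyme with DMSO and 100% = wells lacking enzyme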
SIAE primary: human SIAE inhibition, primary screen. AID 1053197. 370,000 compounds, 0.69% hits. SIAE FP-Rh probe binding, fluorescence polarization. Q9HAT2. inhibition, % at 9.66 µM;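 active = inhibition above a cutoff: mean of compounds within the control limits plus 3 SD of those, cut at about 17% in these data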;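 note: 0% = plate median of compound wells and 100% = probe without SIAE protein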
LEDGF integ inh: blocks HIV-1 LEDGF/p75-dependent DNA integration | TR-FRET IN-LEDGF/p75 DNA integration, Eu/Cy5 | inhibition, % at 3.7 µM | 370,000 compounds, 0.64% hits | AID 743269;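 active = inhibition above the screen-wide mean plus 3 SD, cut at about 13% in these data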;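 note: signal is the Cy5 over europium emission ratio at 671 and 618 nm; 0% = plate median of compound wells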
mABHD4 FP: inhibitors of mouse ABHD4. AID 720543. inhibition, % at 8.92 µM. Q8VD66. purified mABHD4, FP-Rh probe fluorescence polarization. 370,000 compounds, 0.54% hits;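 active = inhibition exceeding the mean over every tested compound plus 3 SD, cut at about 30% in these data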;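 note: 0% = plate median of compound wells and 100% = S159A mutant with DMSO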
Target sequence (Q8VD66 whole entry, looked up): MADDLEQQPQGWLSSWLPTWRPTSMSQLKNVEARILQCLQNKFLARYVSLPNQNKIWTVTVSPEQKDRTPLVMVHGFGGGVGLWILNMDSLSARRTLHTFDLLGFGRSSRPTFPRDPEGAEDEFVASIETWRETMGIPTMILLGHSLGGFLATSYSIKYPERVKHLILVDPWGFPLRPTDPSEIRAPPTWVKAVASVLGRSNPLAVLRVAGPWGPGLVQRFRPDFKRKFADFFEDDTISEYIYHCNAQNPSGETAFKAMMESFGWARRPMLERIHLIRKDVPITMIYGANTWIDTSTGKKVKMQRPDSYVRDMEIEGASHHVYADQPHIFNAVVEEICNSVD
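Doses – 8.92 µM, single dose · Material – wild-type mouse ABHD4 protein · Replication – single well per compound (singlicate) · Measure – percent inhibition of probe binding, normalized to plate controls · Schedule – 45 min compound pre-incubation plus 60 min probe step, 25 °C · Detection – fluorescence polarization with parallel and perpendicular emission, 525/598 nm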
PRMT1 inh: inhibitors of human PRMT1; recombinant PRMT1, activity-based probe fluorescence polarization; 370,000 compounds, 1.3% hits; Q99873; inhibition, % at 2.79 µM;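 active = inhibition above about 21% made by adding two undisclosed values, limit read from the data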
Target sequence (Q99873 whole entry, looked up): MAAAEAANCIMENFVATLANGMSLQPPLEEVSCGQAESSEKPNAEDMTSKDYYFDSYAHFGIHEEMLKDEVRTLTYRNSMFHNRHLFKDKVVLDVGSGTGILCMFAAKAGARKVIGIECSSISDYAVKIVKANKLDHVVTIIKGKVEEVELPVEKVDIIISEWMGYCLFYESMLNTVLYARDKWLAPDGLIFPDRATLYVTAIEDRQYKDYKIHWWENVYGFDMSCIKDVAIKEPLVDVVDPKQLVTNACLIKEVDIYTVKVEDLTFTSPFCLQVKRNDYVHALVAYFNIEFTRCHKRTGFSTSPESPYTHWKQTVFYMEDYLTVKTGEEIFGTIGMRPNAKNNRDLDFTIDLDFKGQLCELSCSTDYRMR
GC-B act: GC-B (human) receptor activation | activation, % at 10 µM | 370,000 compounds, 0.11% hits | HEK293-GC-B cells, CNP EC30, cGMP TR-FRET; 0% at EC30 CNP, 100% saturating CNP | P20594;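 active = activation at 10 µM reaching about 35% in either raw or pattern-adjusted values, limit read from the data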
TCR CD3 inh: inhibitors of human TCR-CD3 interaction | TAMRA-labeled TCR probe fluorescence, biochemical | inhibition, % at 9.4 µM | 360,000 compounds, 0.37% hits; in the data active = inhibition above about 19%;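 note: recombinant mutant TCR 2C K166C tagged with TAMRA read by polarization; 0% = receptor in buffer alone and 100% = receptor with positive control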
rCAG RNA binder: molecules binding r(CAG) RNA repeats. r(CAG) RNA repeat, TO-PRO-1 dye displacement fluorescence. inhibition, % at 3 µM. 370,000 compounds, 1.3% hits. AID 651821;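 active = inhibition above the plate cutoff, the mean of all test compounds on that plate plus 3 SD, cut at about 35% in these data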;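 note: 0% = DMSO alone and 100% = 100 µM mitoxantrone as full dye displacement; higher means more dye released from RNA so lower well fluorescence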
An asterisk follows results filed as active; x = not tested or not shown. The list is partial (hit frequency here may not be typical).

Fields: TDP2 absorb, MBD2 DNA inh, HTRA1 inhibitor, SIAE primary, LEDGF integ inh, mABHD4 FP, PRMT1 inh, GC-B act, TCR CD3 inh, rCAG RNA binder
CC(C)Oc1ccc(S(=O)(=O)N2CCOCC2)cc1NC(=O)c1ccc(Cl)c(S(=O)(=O)N2CCOCC2)c1
 : 4, -4, -14, -3, 0, -3, -1, -2, 3, 7
CCOc1nc(-c2ccccc2)ccc1-c1noc(-c2ccncc2)n1
 : -4, 3, 2, 1, -1, -5, 0, -1, -3, 0
CC(=O)N1CCN(S(=O)(=O)c2cccc(C(=O)OCC(=O)N(Cc3ccccc3)C(C)(C)C)c2)CC1
 : 1, -2, -1, -3, 1, 6, 1, -5, -1, -1
CCC(Oc1ccccc1OC)C(=O)N1CC(=O)Nc2ccccc21 (centres undefined)
 : -2, -5, -6, 0, 0, 7, 1, -3, 0, -5
Cc1ccccc1OCc1nc2ccccc2c(=O)n1/N=C/c1cn[nH]c1-c1ccccc1
 : -6, 5, -64, -76, 0, -12, 2, -1, -5, 5
CCCNC(=O)c1oc2ccc3c(c2c1C)C=CC(C)(C)O3
 : -3, 10, -3, -6, -2, -24, 8, -7, -7, 0
Cc1ccc(NC(=O)CSc2nnc(-c3n[nH]c4ccccc34)n2-c2ccccc2)c(C)c1
 : -8, -2, -20, -8, 5, -30, 0, -5, -11, 4
O=C(Nc1ccccc1Oc1ccccc1)NC1CCCCN(Cc2ccc(Cl)cc2)C1=O (centres undefined)
 : 6, -7, x, -5, -1, 3, 0, -4, x, 9
Cc1ccc(Cc2c(-c3ccccc3)nc3c(C)cc(Br)cn23)cc1
 : 2, 4, x, -5, -1, -1, 4, 17, -2, 10
CCOC(=O)c1c(NC(=O)COC(=O)Cn2c(C)nc3ccccc32)sc2c1CCCC2
 : 0, -6, 0, 4, 3, 2, 1, 5, 0, 1
CCn1cc(C(=O)NCCN(CC(C)C)CC(C)C)c(=O)c2cc(S(=O)(=O)N3CCOCC3)ccc21
 : -5, -4, -2, 6, 1, -2, 0, 8, -6, -3
COc1ccc(C2=NN(CN3C(=O)C(=O)c4ccccc43)C(c3ccc(Br)cc3)C2)cc1 (centres undefined)
 : -4, 1, -4, 1, 2, -3, 1, 1, 5, 4
CCN(CC)CCNC(=O)CNC(=O)c1nn(-c2ccc(OC)cc2)c(=O)c2ccccc12
 : -9, -3, -3, 5, 3, -5, -7, 2, 3, -4
O=C(COC(=O)Cc1ccccc1F)Nc1ccc(SC(F)F)cc1
 : -4, 3, 4, -7, -2, 3, 8, 3, -5, -1
Cc1ccccc1OCCNC(=O)/C=C/c1ccc([N+](=O)[O-])cc1
 : 3, -7, -7, 0, 3, -9, -3, 5, 6, -5
Cc1cccc(N(C)C(=O)c2cc3c(=O)[nH]c4ccc(C)cc4c3s2)c1
 : 0, -1, -8, -18, 7, -12, -2, 16, 1, 3
Cn1ccnc1Sc1ccc(/C=N/NC(=O)c2ccccc2[N+](=O)[O-])cc1[N+](=O)[O-]
 : -7, 0, -5, -3, -1, 10, -2, -4, 3, 5
Cc1nn(Cc2ccc(Cl)c(Cl)c2)c(C)c1NC(=O)c1cc(C2CC2)on1
 : 1, 8, -11, -1, 0, 1, 2, 2, -3, 1
CCCn1c(N)c(CC)c(=O)[nH]c1=O
 : 7, 5, 1, 0, -1, 5, 0, 0, 5, -2
CCOc1ccccc1NC(=O)NC1CCN(CC(=O)Nc2ccc3c(c2)OCCO3)CC1
 : 6, 2, -1, 1, 0, -2, -2, -1, 2, -3
Cc1nc(N2CCOCC2)nc(Oc2ccccc2F)c1[N+](=O)[O-]
 : -8, -7, -9, 6, 9, -3, -7, 1, 3, 0
Cc1cc(C)c2nc(N3CCC(C(=O)N4CCN(C(=O)c5ccco5)CC4)CC3)sc2c1
 : -5, 4, 0, 1, 4, -2, -2, -1, 2, -8
O=C1CC(NCc2ccncc2)C(=O)N1c1ccccc1 (centres undefined)
 : -11, 3, 1, 2, 2, 10, 9, -2, -6, 11
O=C(O)c1ccc(S(=O)(=O)N2CCC(NC(=O)C3CCCCC3)CC2)cc1
 : 12, -1, 6, 0, 2, -4, -2, -1, 3, 2
O=c1[nH]ncc(N2CCN(C(c3ccccc3)c3ccccc3)CC2)c1Cl
 : 13, 1, -20, -2, 5, -1, -1, -1, -2, -1
C=CCOc1nc2c(c(=O)n(Cc3ccc(Cl)c(Cl)c3)c(=O)n2C)n1C
 : 9, 4, -7, -5, -2, -2, 1, 2, -7, -3
Cc1ccc(-c2nnc(SCC(=O)N/N=C/c3ccccc3C(=O)O)n2-c2ccc(C)cc2)cc1
 : -11, 0, -30, -8, 6, -6, -3, 1, -1, 32
COc1cc(-c2cc(C(=O)NCc3ccc(S(N)(=O)=O)cc3)c3ccccc3n2)cc(OC)c1OC
 : 1, -3, -9, -6, 2, -9, -2, -8, 5, 15
O=C(CC1CCCCC1)NCCCN1CCOCC1
 : -2, 1, 4, -4, -4, 0, -1, 2, 3, -4
COc1ccc(NC(=O)Cc2c(F)c(F)c(F)c(F)c2F)cc1OC
 : -7, 4, -1, -5, 3, 5, -2, -2, 3, -1
COc1ccc(CNC(=O)C2CCN(S(C)(=O)=O)CC2)c(OC)c1
 : 6, -7, -5, 0, -2, 2, 0, 3, 8, 0
CCN(CC)C(=O)CSc1nc2c(sc(=S)n2-c2ccccc2)c(=O)n1Cc1ccco1
 : 5, 5, -24, -2, 5, 5, 25*, 8, -1, 2
C/C(=N\Nc1nncc2ccccc12)c1ccc(OCC(=O)N(C)C)cc1
 : -4, -2, -5, 7, 0, 8, 3, 5, 1, -4
Cc1ccccc1NC(NC(=O)c1cccs1)C(Cl)(Cl)Cl (centres undefined)
 : -9, -8, -41, -12, -2, -22, 3, -14, 9, 4
Cc1ccc(C(=O)N2CCc3ccccc32)cc1
 : 10, -6, 1, -2, 0, -6, 2, -1, 8, -3
COC(=O)C1[C@H]2C(=O)N(Cc3cccs3)C[C@]23C=C[C@H]1O3 (some centres undefined)
 : 3, 1, -1, 4, 3, -2, -1, 0, 7, 8
Cc1ccc(C)c(S(=O)(=O)NCc2ccc(C(=O)N3CCC(Cc4ccccc4)CC3)cc2)c1
 : -20, 0, -53, -6, -5, -6, 6, -5, -1, 7
COc1ccc(CN2CCNC(=O)C2CC(=O)NC2CCCCCC2)c(C)c1C (centres undefined)
 : -15, -2, 12, -3, 1, -2, -2, -2, 6, 0
CCOC(=O)C1C(C(=O)Nc2cccc(C(F)(F)F)c2)C1C(=O)NC(C)C (centres undefined)
 : 7, 1, 2, -5, 1, -8, 3, 2, 0, -6
COc1cc(OC)c(NC(=O)c2ccc(F)cc2)cc1Cl
 : 16, 4, -15, 1, 0, 2, -2, 1, 4, 0

Complete entries from above.
O=C(CC1CCCCC1)NCCCN1CCOCC1 across the screens: TDP2 absorb: -2; MBD2 DNA inh: 1; HTRA1 inhibitor: 4; SIAE primary: -4; LEDGF integ inh: -4; mABHD4 FP: 0; PRMT1 inh: -1; GC-B act: 2; TCR CD3 inh: 3; rCAG RNA binder: -4
CCCn1c(N)c(CC)c(=O)[nH]c1=O across the screens: TDP2 absorb: 7; MBD2 DNA inh: 5; HTRA1 inhibitor: 1; SIAE primary: 0; LEDGF integ inh: -1; mABHD4 FP: 5; PRMT1 inh: 0; GC-B act: 0; TCR CD3 inh: 5; rCAG RNA binder: -2

Other entries.
Fields: TDP2 absorb, MBD2 DNA inh, HTRA1 inhibitor, SIAE primary, LEDGF integ inh, mABHD4 FP, PRMT1 inh, GC-B act, TCR CD3 inh, rCAG RNA binder
COc1ccccc1Nc1nc(C)cc(C)n1
 : -4, 7, 2, 0, -1, -4, 3, -5, -8, -2
CC(C)(C)c1cc(C(=O)O)nn1-c1ccccc1
 : -2, -5, 7, 4, -2, 2, 0, 5, -9, -2
COc1ccc(COC(=O)C2CCN(S(=O)(=O)c3ccc(OC)c(OC)c3)CC2)cc1
 : -14, 9, -3, 1, 3, -9, -6, 3, -11, 0
CCOCCCNC(=O)C1CCN(C(=O)N(C)C)CC1
 : -12, -4, 8, -4, -5, 3, 2, 0, -1, 1
O=C(COC(=O)CNS(=O)(=O)c1cc(C(F)(F)F)ccc1Cl)NC1CC1
 : 11, 2, 4, 3, -1, 2, -1, 4, 5, 3
CCC1CCCCN1C(=O)CSc1nc2ncccc2[nH]1 (centres undefined)
 : -8, 2, 7, -3, -2, -6, 9, 2, -2, -2
Cc1cc(N=Cc2c(O)n(-c3cccc(C(F)(F)F)c3)c(=O)c3ccccc23)no1
 : 1, 4, -11, 21*, 0, 2, -1, 2, 4, 4
Cc1cccc(Nc2nc(Cl)ncc2F)c1C
 : -1, -4, 7, 4, 5, 1, -1, 12, 2, -1
Oc1ccccc1-c1cc(C(F)(F)C(F)F)[nH]n1
 : 7, 1, -6, 0, -1, -9, -3, 5, 4, 0
CCOC(=O)c1nn(-c2ccc(OCC)cc2)c2nc(-c3cccc(OC)c3)c(C#N)c(=O)n12
 : -7, -2, -9, 11, -1, 3, -3, 6, 4, -2
COc1ccc(NC(=O)C23CC4CC(C2)CC(c2ccccc2)(C4)C3)c(OC)c1
 : 0, -2, -17, 2, 0, -11, -3, 4, 9, 2
COCCCn1c(SCc2nnc(-c3ccccc3)o2)nc2sc3c(c2c1=O)CCC3
 : 5, -5, -6, -3, 0, -2, -1, -1, 9, 3
CCOc1ccc(/C=N/NC(=O)CSc2ccccn2)cc1O
 : -9, -6, 9, 9, -4, -1, -4, 0, 4, -2
Cc1cccc(CC(=O)Nc2sc(C(C)C)cc2C(=O)N2CCOCC2)c1
 : -1, -1, -26, -1, -6, -5, 3, 5, -6, -5
CCC(=O)c1ccc(OCC(O)CNC2CCCC2)cc1 (centres undefined)
 : -1, 5, 2, -3, 2, 0, 0, 3, 9, 2
O=S(=O)(c1ccc(NC(=S)NC2CC2)cc1)N1CCOCC1
 : 3, 0, 6, 9, -2, 1, -3, 3, -6, 0
CCC(C)(C)NC(=O)CN(Cc1ccc(OC)cc1)C(=O)CCC(=O)Nc1nccs1
 : -1, 0, 4, -2, 5, -7, -2, -1, -9, -6
CCCc1nc2ccc(Cl)cn2c1Cc1ccc(C)cc1
 : 3, 11, x, 18*, 6, 6, -1, 1, 5, 2
CCc1cccc2c(C(=O)CSc3nncn3-c3ccc(OC)cc3)c[nH]c12
 : -1, -1, -37, -3, 2, -4, 1, -1, -2, 13
CCCCNc1ncnc2[nH]ncc12
 : -9, 7, -2, 9, 4, 4, 1, -1, -5, 1
O=C(NNC(=O)c1sc2cccc(Cl)c2c1Cl)NC1CCCCC1
 : -4, 1, 7, -2, 0, 2, -1, -2, 0, 14
Cc1ccc(C)c(-c2ccc(=O)n(Cc3c(F)cccc3Cl)n2)c1
 : 0, 2, -42, 2, 2, -9, -2, -8, 3, -5
O=C(CN1CCC(NC(=O)Nc2ccccc2-c2ccccc2)CC1)NCc1ccco1
 : 6, -3, -8, -1, -4, 1, 3, 2, 0, 1
COc1cc(N/C(N)=N/c2nc(C)cc(C)n2)cc(OC)c1
 : 15, -2, 2, 1, -1, 3, -1, -12, 4, 13
COc1ccc(-n2c3c(c(=O)[nH]c2=O)C(C(F)(F)F)(C(F)(F)F)N=C(CC(C)C)N3)cc1
 : 4, 0, 3, 0, 0, -4, -2, 0, 3, -2
Cc1cc(Br)ccc1SCC(=O)OCC(=O)N1CCN(C(=O)c2ccco2)CC1
 : -2, 2, 2, 1, -2, 0, 1, -1, 3, 2
